Source: PubChem (several laboratories)
VIM-2 inh: inhibitors of Pseudomonas aeruginosa VIM-2 metallo-beta-lactamase. purified VIM-2, nitrocefin hydrolysis, epi-absorbance fluorescence. inhibition, % at 5.6 µM. AID 1527. hit rate 0.89% among 290,000;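 active = inhibition above the mean of all tested compounds plus 3 SD, cutoff set per screening run, cut at about 7.5% in these data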;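 note: red hydrolysis product quenches plate fluorescence so inhibitors raise well fluorescence; 0% = enzyme with DMSO and 100% = DMSO without enzyme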
p-CIP stab down: p/CIP protein destabilization. Q05BA5. F442A p/CIP-EGFP cells, EGFP fluorescence, 16 h. decrease of EGFP signal, % at 10 µM. hit rate 0.01% among 290,000;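 active = EGFP signal decrease of at least 30% at 10 µM or well 3 SD below plate mean, unless failing retest; inactive = the rest, including hits failing retest or dose response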; note: some compounds called inactive have numbers as strong as hits; many of its hits are not listed in these tables
IDE cell activ: IDE (human) activation, cell-based. hit rate 0.073% among 340,000. HEK cells, FAbeta-B cleavage, fluorescence polarization; 0% vehicle, 100% cell-free pure enzyme wells. AID 493087. P14735. activation, % at 5.96 µM;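 active = activation above the mean of all tested compounds plus 3 SD, set per screening campaign, cut at about 17% in these data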
Target sequence (P14735 whole entry, looked up): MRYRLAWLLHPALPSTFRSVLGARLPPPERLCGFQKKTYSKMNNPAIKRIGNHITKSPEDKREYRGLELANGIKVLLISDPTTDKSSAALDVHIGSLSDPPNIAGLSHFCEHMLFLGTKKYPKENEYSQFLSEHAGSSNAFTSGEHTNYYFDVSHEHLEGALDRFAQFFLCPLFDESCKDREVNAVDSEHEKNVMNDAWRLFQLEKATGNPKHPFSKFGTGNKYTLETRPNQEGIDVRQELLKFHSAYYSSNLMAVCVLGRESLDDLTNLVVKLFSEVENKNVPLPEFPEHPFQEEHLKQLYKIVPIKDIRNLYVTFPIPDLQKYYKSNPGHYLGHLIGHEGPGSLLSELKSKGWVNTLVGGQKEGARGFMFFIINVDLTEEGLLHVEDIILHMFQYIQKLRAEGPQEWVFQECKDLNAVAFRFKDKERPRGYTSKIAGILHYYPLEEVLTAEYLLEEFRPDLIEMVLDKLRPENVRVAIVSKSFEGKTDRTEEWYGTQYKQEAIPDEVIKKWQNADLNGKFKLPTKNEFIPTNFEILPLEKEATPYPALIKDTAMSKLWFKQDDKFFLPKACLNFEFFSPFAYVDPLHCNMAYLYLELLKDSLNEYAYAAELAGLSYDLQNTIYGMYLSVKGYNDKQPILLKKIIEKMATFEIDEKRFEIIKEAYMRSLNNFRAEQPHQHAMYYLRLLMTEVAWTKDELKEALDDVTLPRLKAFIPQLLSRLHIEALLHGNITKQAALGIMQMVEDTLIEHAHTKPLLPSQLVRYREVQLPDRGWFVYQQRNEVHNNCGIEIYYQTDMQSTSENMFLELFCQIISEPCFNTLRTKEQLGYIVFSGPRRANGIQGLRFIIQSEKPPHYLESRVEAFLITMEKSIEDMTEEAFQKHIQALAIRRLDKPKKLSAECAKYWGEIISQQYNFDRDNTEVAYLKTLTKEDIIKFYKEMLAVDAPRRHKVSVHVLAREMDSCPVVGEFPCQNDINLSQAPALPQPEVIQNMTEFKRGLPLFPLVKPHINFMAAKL
GPR7 antagonist: antagonists of human GPR7 (neuropeptides B/W receptor 1). P48145. GPR7-expressing cells, fluorescence antagonist assay. inhibition, % at 4.4 µM. hit rate 1.1% among 290,000; in the data active = inhibition above about 16%, passing the limit was not always enough;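 note: cells stimulated with the agonist NPW; 0% = agonist with vehicle and 100% = vehicle without agonist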
IDE cell inh: inhibitors of human insulin-degrading enzyme in cells; P14735; HEK cells, FAbetaB cleavage, fluorescence polarization; inhibition, % at 5.59 µM; hit rate 0.41% among 320,000; AID 434962;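 active = percent inhibition above the average of all tested compounds plus 3 SD, set per screening campaign, cut at about 16% in these data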;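 note: IDE supplied by intact live HEK cells; FP after avidin binding of uncleaved biotin substrate so inhibition keeps polarization high; 0% = DMSO wells and 100% = 60 µM reference IDE inhibitor Ii1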
PfM18AAP inh: blocks P. falciparum M18 aspartyl aminopeptidase. recombinant PfM18AAP, H-Glu-NHMec fluorogenic cleavage. inhibition, % at 7.35 µM. hit rate 1.2% among 290,000. AID 1822;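 active = inhibition above the campaign mean inhibition over all tested compounds plus 3 SD, cut at about 28% in these data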;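 note: 0% = plate median of test compound wells and 100% = 2 mM ZnCl2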
IMP-1 inh: blocks Pseudomonas aeruginosa IMP-1 metallo-beta-lactamase. purified IMP-1, nitrocefin hydrolysis, epi-absorbance fluorescence. inhibition, % at 5.6 µM. AID 1556. hit rate 0.45% among 290,000;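 active = inhibition above the mean plus 3 SD of all compounds in the same screening run, cut at about 4.5% in these data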;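 note: 0% = IMP-1 with DMSO and 100% = DMSO wells lacking enzyme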
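Assay system: purified recombinant IMP-1 beta-lactamase. Input: IMP-1 0.2 nM before substrate addition. Buffer or medium: Zinc- and detergent-supplemented HEPES buffer, pH 7.1. Schedule: 25 °C, 15 min preincubation, 25 min reaction. Signal: Epi-absorbance fluorescence, 480 nm excitation, 530 nm emission. Evaluation: percent inhibition from optical density relative to buffer-blank wells.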
PHOSPHO1 inh: PHOSPHO1 (human) inhibition; recombinant PHOSPHO1, absorbance phosphatase assay; inhibition, % at 13.3 µM; hit rate 1.1% among 290,000; AID 1565; in the data active = inhibition above about 60%
NALP1 yeast inh: inhibitors of NALP1 inflammasome in yeast. hit rate 0.61% among 280,000. S. cerevisiae NALP1/ASC/caspase-1 growth, X-gal OD620, 72 h. inhibition, % at 10 µM. AID 2071; in the data active = inhibition mostly above about 24%, no sharp cut-off; inactive = mostly below about 32%; note: some compounds called inactive have numbers as strong as hits
* marks the source's active call; other numbers are inactive results; nt = not tested or not shown.

VIM-2 inh	p-CIP stab down	IDE cell activ	GPR7 antagonist	IDE cell inh	PfM18AAP inh	IMP-1 inh	PHOSPHO1 inh	NALP1 yeast inh	structure
-0.3	-1	-4	4	0	2	-1.3	23	7	CS(=O)(=O)c1ccc(-c2nn[nH]n2)cc1
-2.8	-5	8	-20	8	-4	-4.3	8	13	Cc1nccn1CCOc1ccc(Cl)cc1
-1.8	1	-4	0	3	0	-1.0	-7	6	CCN(CC)S(=O)(=O)c1ccc(/C=C/C(=O)Nc2ccc(Br)cc2F)cc1
0.0	-14	0	10	-1	21	1.0	-3	12	Fc1ccccc1/C=N/n1c(COc2ccccc2)n[nH]c1=S
-2.6	7	5	-8	8	5	-4.8	35	-5	COc1ccc(NC(=O)NC2(C(=O)N3CCOCC3)CCCCC2)cc1
1.3	1	-1	2	6	-8	-1.8	-5	20	COc1cc(/C=N/NC(=O)Nc2ccccc2)ccc1OC(C)=O
1.4	2	4	-13	0	47*	-0.9	9	0	Cc1ccc(C(c2sc3ncnn3c2O)N2CCCCC2)cc1 (stereo unspecified)
-0.2	-5	0	-7	2	-9	-2.3	40	2	Cc1ccc2c(c1)sc1nc(=O)ccn12
-1.0	-3	-2	-17	4	0	-3.8	nt	-1	COC(CNC(=O)CN1CCN(Cc2ccc(F)cc2Cl)C1=O)OC
-4.5	-13	-4	3	0	1	-0.5	-4	14	CCC(Cc1ccccc1)NC(=O)CCNS(=O)(=O)c1cc(Br)cnc1N (stereo unspecified)
-2.2	11	0	2	nt	2	-2.9	-20	-25	Fc1cccc(-c2nnn3c2nc(Cl)c2ccccc23)c1
-2.5	-4	5	-11	-4	4	-3.1	34	6	CS(=O)CSc1nc2c(cc1C#N)CCCC2 (stereo unspecified)
-1.1	3	6	-12	11	-4	-4.6	25	27	Cc1cc(C)cc(C(=O)N(C)C2CCCN(Cc3ccccc3F)C2)c1 (stereo unspecified)
-1.2	4	-1	-16	-1	-1	-1.8	-1	9	COCc1cc(CN2CCN(CCCc3ccccc3)C(CCO)C2)ccc1OC (stereo unspecified)
8.7*	0	1	-3	0	1	-2.4	24	20	CC(C)Cc1nnc(NC(=O)CCS(=O)(=O)c2ccc(Cl)cc2)s1
3.6	-2	-4	-9	-2	1	-1.2	12	3	CCOC(=O)c1nnn2c1nc(N1CCN(C)CC1)c1ccccc12
-2.5	8	2	1	-1	-5	-5.6	11	4	COc1ccc(CCN2C(=O)C3C4CC(C5C(C(=O)N/N=C\c6ccc(Cl)cc6)=NOC45)C3C2=O)cc1OC (stereo unspecified)
-1.4	-2	1	-6	4	-1	-1.4	-7	13	COC(=O)/C=C/CC(C)OS(N)(=O)=O (stereo unspecified)
-1.8	-10	-3	-2	-1	-1	0.0	23	8	Cc1ccc(NC(=O)c2ccc(Cl)c(NC(=O)c3cccs3)c2)cc1
-5.3	-9	-3	-5	0	1	-2.8	18	6	CCn1c(SCC(=O)NCc2cccs2)nnc1-c1ccco1
1.4	-4	9	-9	5	-16	-0.1	10	10	CCN(CC)C(=O)CSc1nc(O)c(Cc2ccccc2)c(=O)n1-c1ccccc1C
-0.8	-7	-3	-5	4	-3	-1.1	27	19	CCOC(=O)C1=C(COc2ccc(F)cc2Cl)NC(=O)NC1c1cc(C)ccc1C (stereo unspecified)
-1.3	-6	7	-11	4	2	-1.2	44	4	C=CCOC(=O)C1=C[C@@H](c2ccc(Br)cc2)C[C@@H](OCc2ccc(CO)cc2)O1
-3.4	5	1	-11	-2	3	-5.1	11	22	CCOC(=O)c1c(NC(=O)CSc2nc3ccccc3c(=O)n2-c2ccccc2)sc(C(C)=O)c1C
-0.6	-21	10	-15	-3	-7	-2.0	11	-62	Cc1cc(C(=O)Nc2ccc(S(=O)(=O)Nc3onc(C)c3C)cc2)cs1

Complete entries, quoted from the list. Screens in order: VIM-2 inh, p-CIP stab down, IDE cell activ, GPR7 antagonist, IDE cell inh, PfM18AAP inh, IMP-1 inh, PHOSPHO1 inh, NALP1 yeast inh
Cc1ccc2c(c1)sc1nc(=O)ccn12 reads -0.2, -5, 0, -7, 2, -9, -2.3, 40, 2
CCN(CC)C(=O)CSc1nc(O)c(Cc2ccccc2)c(=O)n1-c1ccccc1C reads 1.4, -4, 9, -9, 5, -16, -0.1, 10, 10

(listing goes on)
VIM-2 inh	p-CIP stab down	IDE cell activ	GPR7 antagonist	IDE cell inh	PfM18AAP inh	IMP-1 inh	PHOSPHO1 inh	NALP1 yeast inh	structure
0.5	9	6	3	8	-9	0.0	6	-8	Cc1cccc(NC(=S)N2CCN(c3ccc(F)cc3)CC2)c1
-1.4	-10	-6	-3	3	4	-1.3	49	9	CC(C)NS(=O)(=O)c1ccc(CCC(=O)N2CCC(C(N)=O)CC2)cc1
-2.1	24	4	-10	2	3	-1.2	32	20	O=C(c1ccc(F)c(S(=O)(=O)N2CCOCC2)c1)N(c1ccccc1)c1ccccn1
-2.5	-3	7	-1	-1	0	-2.5	36	nt	COc1ccccc1-c1cn[nH]c1-c1ccc(OCc2ccccc2)cc1O
-1.8	2	8	1	-11	3	-0.9	24	nt	COc1ccccc1CNCC(=O)Nc1ccc(C(F)(F)F)cc1
-1.8	1	7	-9	2	-5	-2.7	-3	-8	CCOC(=O)C1CCCN(C(=O)C2CCN(S(=O)(=O)c3cccs3)CC2)C1 (stereo unspecified)
-3.5	5	4	0	-1	0	1.9	12	1	CN(C)S(=O)(=O)c1ccc(N2CCCC2)c(C(=O)NCc2ccc(Cl)cc2)c1
-1.4	-5	5	11	-1	-10	-0.9	18	19	CCOC(=O)c1ccc(NC(=S)N2CCN(C(=O)C3CCCO3)CC2)cc1 (stereo unspecified)
-1.3	-3	3	-12	-1	5	-4.1	1	5	CC(C)C(=O)Nc1nc(-c2ccccc2)ns1
-1.4	4	0	-12	-3	2	-2.0	2	7	O=C(NN1C(=O)C2C(C1=O)C1C=CC2C12CC2)c1cccnc1 (stereo unspecified)
-1.2	-11	-1	3	-1	3	-2.1	6	4	O=C1CSC(c2ccccc2F)N1c1ccccc1 (stereo unspecified)
-4.8	-2	6	-15	2	0	-0.6	22	19	CCN(CC)S(=O)(=O)c1ccc2c(c1)nc(CCC(=O)Nc1cccc(C(F)(F)F)c1)n2CC
-7.1	0	-6	-5	8	3	-3.1	1	-4	NS(=O)(=O)c1ccc(CCNC(=O)c2ccc3c(c2)N(Cc2ccccc2)CCS3)cc1
-4.5	-6	nt	-13	1	2	-0.5	6	24	CCOC(=O)c1ccc2nc(C)cc(Nc3cccc(C(=O)O)c3)c2c1
6.7	5	4	-23	-6	-7	-3.1	-34	34*	CCc1nc(Nc2ccc3c(c2)OCCO3)c2oc3ccccc3c2n1
-1.7	2	0	-15	-4	-3	-2.2	8	-37	CCOC(=O)COc1ccc(C)cc1-c1ccno1
0.1	-16	-1	-5	8	-2	-2.3	-8	-9	Cc1ccc2cc(/C=N/NC(=O)CN3CCCCC3)c(Cl)nc2c1
0.5	5	2	9	-1	-4	-1.4	-23	-26	O=C(NCc1cccs1)C(=O)NCC(c1ccco1)N1CCN(c2ccccc2)CC1 (stereo unspecified)
0.3	-12	7	5	4	-15	0.8	-4	-3	Cc1ccsc1C(C(=O)NC1CCCCC1)N(C(=O)c1csnn1)C1CC1 (stereo unspecified)
-1.0	0	2	-1	-2	-7	-1.5	30	12	CCCCCC(=O)N1CCCCC1
-1.1	-10	1	-14	0	2	-1.3	-3	45	O=[N+]([O-])c1cccc(CNc2ccc3c(c2)CCC3)c1
3.0	-2	2	25	4	15	2.2	nt	2	CSc1ncc(C(=O)Nc2ccc(C(C)=O)cc2)c(-c2ccccc2)n1
-4.0	-9	nt	5	-1	9	-7.4	28	42*	Nc1[nH]n2c(=O)cc(-c3ccccc3)nc2c1N=Nc1ccc2c(c1)OCO2
0.0	-12	2	24	-1	2	-3.3	22	15	COc1ccc(CNc2ccc(Cl)cc2)cc1Cn1ccnc1
-0.1	-12	2	1	4	-8	-1.2	1	-2	N/C(=N\S(=O)(=O)c1ccc(Cl)s1)c1ccccc1
1.3	0	-2	-16	2	11	-4.9	23	-4	CCN(CC)S(=O)(=O)c1ccc(-c2nnc3sc4cccc(C)c4n23)cc1
-2.8	-4	9	-9	0	2	-3.4	25	-5	CC(=O)c1cc(C#N)c(SCc2ccc(F)cc2)nc1C
-3.2	-1	-4	-5	nt	2	-3.2	26	0	COCCCC1CCN(C(=O)C2CCC(=O)N(C3CCCCCC3)C2)CC1 (stereo unspecified)
-5.2	-5	0	-13	0	3	-5.0	13	-2	O=C(OCC1COc2ccccc2O1)c1c(F)cccc1F (stereo unspecified)
-0.4	1	2	4	-4	-1	-0.6	40	4	CCC(C)[C@H](NC(=O)[C@@H]1Cc2c([nH]c3ccccc23)C2c3ccccc3C(=O)N21)C(=O)NCC1CCCO1 (stereo partly specified)
-2.8	-13	-2	-6	6	0	-2.4	-1	-12	COc1cccc(NC(=O)NCc2cccn2C)c1
-1.1	-2	6	-1	6	3	0.1	-2	-3	CC(C)CCNC(=O)C(c1cccnc1)N(CCc1ccccc1)C(=O)Cn1nnc2ccccc21 (stereo unspecified)
-3.2	4	6	-4	4	1	-2.7	26	22	CCS(=O)(=O)c1nc(S(=O)(=O)c2ccc(Cl)cc2)c(NCCCN2CCOCC2)s1
-3.3	-8	6	-12	-1	1	-2.9	3	18	CCCCN(C(=O)c1c(C)[nH]c(C(=O)OCC)c1C)c1ccccc1
0.9	-25	4	-2	-1	8	-1.8	-9	-19	COc1ccc(C(=O)NC(=S)Nc2ccc(N3CCOCC3)c(Cl)c2)cc1[N+](=O)[O-]
-4.4	-4	3	-3	-1	3	-1.2	15	16	COc1ccc(CN(C(=O)CN2C(=O)c3ccccc3S2(=O)=O)C(C(=O)NCC2CCCO2)c2ccco2)cc1 (stereo unspecified)
